Screening results from PubChem BioAssay.
AID2073 – disruptors of CaV2.2 binding to Mint1 – biochemical, HTRF (AID 2073) | inhibition, % at 20 µM, or IC50 in µM where a hit was titrated | hit rate 0.19% among 290,000 | HTRF protein-protein interaction, Mint1-CaV2.2; higher % means a stronger effect; in the data active = inhibition mostly above about 51%, no sharp cut-off; inconclusive = no clear call, values can overlap the other calls; inactive = mostly below about 53%; note: some results filed as inactive read as strong as hits
NS5 inhibitors – flavivirus cap methylation enzyme inhibition – biochemical, confirmation dose response, primary screen (AID 588689) | hit rate 0.3% among 340,000 | Dengue-2 NS5 methyltransferase capping enzyme assay, biochemical; higher % means a stronger effect | inhibition, % at 25 µM, or IC50 in µM where a hit was titrated; in the data active = a potency from the dose series; inconclusive = inhibition above about 29% without an active follow-up result
XIAP displacement – small molecules displacing peptide from XIAP – biochemical, IAP family, fluorescence polarization (AID 1018); XIAP BIR domain, fluorescence polarization peptide displacement; higher % means a stronger effect; one-dose displacement, % at 20 µM; IC50 in µM for titrated hits; hit rate 0.007% among 200,000; in the data active = displacement above about 50%; note: a part of the inactive calls stands beside numbers as strong as those of hits
Rac1 GTP hydrolysis – MgcRacGAP GTPase-activating activity inhibitors, confirmation, biochemical, ADP Hunter fluorescence; MgcRacGAP-stimulated Rac1 GTP hydrolysis, ADP Hunter fluorescence; higher % means a stronger effect; GST-tagged Rac1 F28L mutant substrate; one-dose inhibition, % at 30 µM; IC50 in µM for titrated hits; hit rate 0.6% among 340,000; AID 624330;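 active = first-screen hits whose inhibition reached a set limit at any dose in the follow-up dose series; inconclusive = inhibition above the set first-screen limit but never retested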;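 note: fluorescence reports GDP produced by GAP-driven GTP hydrolysis; strong numbers were not always called active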
LYP phosphatase – PTPN22 lymphoid phosphatase activity blockers – biochemical, fluorescence intensity, uHTS (AID 1779); recombinant LYP phosphatase, fluorescence intensity; higher % means a stronger effect; hit rate 0.054% among 290,000; inhibition, % at 11.5 µM; hits with a dose series show IC50 in µM; in the data active = inhibition above about 50%;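 note: plate controls were vehicle with enzyme for no effect and no enzyme for full effect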
RSV antiviral HEp-2 – inhibition of RSV-induced cytopathic effect – HEp-2 cells, primary 10 µM value included (AID 2391). HEp-2 cells, RSV-induced CPE inhibition; higher % means a stronger effect. hit rate 0.13% among 310,000. CPE inhibition, % at 10 µM, or IC50 in µM where a hit was titrated; in the data active = a potency from the dose series; inconclusive = CPE inhibition mostly from about 23% at the one dose, without a potency; inactive = the rest, 99 in 100 with CPE inhibition below about 21%; note: strong numbers were not always called active
SV40 large T antigen – SV40 large T antigen inhibitors, biochemical (AID 1903). hit rate 0.39% among 310,000. one-dose inhibition, % at 20 µM; IC50 in µM for titrated hits. SV40 large T antigen ATPase/helicase inhibition assay; higher % means a stronger effect; in the data active = a potency from the dose series; inconclusive = inhibition mostly from about 32% at the one dose, without a potency; inactive = the rest, 99 in 100 with inhibition below about 32%; note: strong numbers were not always called active
Siah-1 displacement – Siah-1 peptide-binding antagonists, primary screen, biochemical, fluorescence polarization, rhodamine-plectin, uHTS (AID 1817); Siah-1 / rhodamine-plectin peptide fluorescence polarization; higher % means a stronger effect; one-dose displacement, % at 20 µM; IC50 in µM for titrated hits; hit rate 0.02% among 290,000;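 active = displacement of at least 50% at 20 µM, with a fluorescence ratio check between 0.3 and a set limit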;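 note: plate controls were Siah plus tracer with DMSO for no effect and tracer alone without Siah for full effect; strong numbers were not always called active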
HIV peptide binding – inhibitors of HIV fusion peptide binding, primary screen, biochemical, uHTS, fluorescence dequenching (AID 1986); cell-free peptide binding, fluorescence dequenching, 30 min; higher % means a stronger effect; inhibition, % at 20 µM, or IC50 in µM where a hit was titrated; hit rate 0.3% among 290,000; in the data active = inhibition mostly above about 52%, no sharp cut-off; inactive = mostly below about 76%; note: some results filed as inactive read as strong as hits
NS5 inhibitors pilot replicate – second read-out of NS5 inhibitors, no call of its own (marks repeat the call); inhibition, %; measured here: pilot screen replicate inhibition
Numbers without * were called inactive; ? = inconclusive; . = no result given.

SMILES | AID2073 | NS5 inhibitors | XIAP displacement | Rac1 GTP hydrolysis | LYP phosphatase | RSV antiviral HEp-2 | SV40 large T antigen | Siah-1 displacement | HIV peptide binding | others
Cc1ccc(O)c(Sc2cc(C)ccc2O)c1 | -3% | 1% | -1.4% | 12% | -7% | 20% | 6% | -3% | 1.0%
Cc1cccc(OCC(=O)Nc2ccc3c(c2)C(=O)NC3=O)c1 | -1% | -8% | . | -1% | -11% | 1.5% | 13% | 0% | 0.1%
Cc1ccc(CN2CCN(C(=O)CCC(=O)Nc3nnc(C(C)C)s3)CC2)c(C)c1 | 10% | -6% | . | -6% | -1% | 6.8% | 2% | -5% | -0.7%
CCOC(=S)SCc1cn2cccc(C)c2n1 | -22% | 7% | -1.5% | 10% | -3% | 0.8% | 21% | -1% | 4.4%
CCCC/C=C/C(NC(=O)c1ccc(C(=O)OC)cc1)c1ccccc1 (stereo not drawn) | . | 3% | . | 6% | . | 2.5% | 12% | . | .
Cc1cccc(C(CC(=O)N2CCCC2)c2ccccc2)c1O (stereo not drawn) | -5% | 7% | -2.2% | 8% | -9% | 1.1% | -4% | -4% | 1.7%
CC(=O)c1c(C)cc(C)c(CSc2ccccn2)c1C | 15% | -3% | . | 7% | -5% | 7.2% | -3% | 1% | -2.1% | NS5 inhibitors pilot replicate=-7.0
Cn1c(=O)c2c(nc(N3CCOCC3)n2CC(=O)c2ccccc2)n(C)c1=O | -3% | . | -6.3% | . | -1% | . | . | 2% | -1.6%
COCCNC(=O)c1onc(CSc2ccccc2)c1C(=O)O | -8% | 4% | -3.0% | 7% | -6% | 0.8% | 4% | 3% | 1.9%
CN(CCC1CCOCC1)C(=O)C1CCC(=O)N(CCc2ccccc2)C1 (stereo not drawn) | 7% | 3% | . | 10% | -12% | 0.5% | 24% | 13% | 2.4%
O=C(NC1CCCCC1)c1ccc2snnc2c1 | -2% | -5% | . | 5% | -8% | 3.2% | 23% | 1% | 0.4%
Cc1ccc(S(=O)(=O)N/N=C2/CC(c3ccccc3)Oc3ccccc32)cc1[N+](=O)[O-] (stereo not drawn) | 1% | 4% | -1.6% | 13% | -1% | 15% | 5% | -4% | -0.7%
CCSc1ccccc1C(=O)Nc1nncs1 | 3% | -5% | -8.7% | 3% | -5% | 0.9% | 5% | -7% | -2.3%
CC1Cc2ccccc2N1C(=O)CSc1nnc(-c2ccc(S(=O)(=O)N3CCCCC3)cc2)o1 (stereo not drawn) | 6% | . | -3.7% | . | 6% | . | . | 0% | 4.2%
CCN(CC)CCC(=O)N1c2ccccc2CCc2ccc(NC(=O)OC(C)C)cc21 | -4% | 2% | . | 5% | -14% | 0.3% | 16% | -4% | -0.4%
CCOCC(=O)Nc1nnc(COc2ccc(Cl)cc2)s1 | 42% | 4% | -4.1% | 15% | 1% | 1.8% | -2% | -4% | 1.3%
Cc1cc(=O)oc2cc(OCC(=O)NCCCN3CCOCC3)c(Cl)cc12 | 16% | 2% | . | 11% | -8% | 1.6% | 18% | 1% | 2.6%
CCOC(=O)C(C)c1c(C)[nH]c(=S)[nH]c1=O (stereo not drawn) | -16% | -7% | -5.1% | 5% | -8% | 5.9% | 3% | 6% | 1.6%
COC(=O)CN(c1ccc2c(c1)OCO2)S(C)(=O)=O | 4% | -3% | -7.1% | 0% | 2% | 0.6% | -1% | -6% | 4.8%
C#Cc1ccc(C(=O)Nc2ccc(N3CCC(C)CC3)c(C(N)=O)c2)cc1 | 13% | -5% | 1.6% | 5% | 0% | 1.7% | 15% | 3% | -0.5%
Cc1ccc(C(=O)N2CCC(C(=O)NC3CCCCCC3)CC2)cc1 | 5% | -9% | . | 5% | -2% | -0.1% | -2% | -5% | -2.4%
Oc1ccc(N2CCN(Cc3cc4c(cc3Br)OCCO4)CC2)cc1 | -76% | 0% | . | 67µM* | -2% | -0.3% | 26% | 12% | -3.0%
N/C(=N\OC(=O)Cc1ccc(Cl)cc1)c1cccnc1 | -4% | -6% | -1.3% | -1% | 0% | 0.1% | -4% | 1% | -2.4%
CCOc1ccccc1NC(=O)c1cc(S(=O)(=O)N2CCN(CC)CC2)ccc1Cl | 15% | 2% | . | 8% | -5% | 0.1% | 18% | 8% | 0.2%
Cc1ccc(NC(=O)CSc2nc(=O)n(CCN(C)C)c3c2CCCC3)cc1Cl | . | -15% | . | 0% | . | -2.3% | 12% | . | .
CCC(C)c1ccc(Nc2ncccc2C#N)cc1 (stereo not drawn) | 32% | -3% | -4.7% | 12% | 7% | 2.3% | 4% | -3% | 0.6%
O=C(CCC1COc2ccccc2O1)NCc1ccccc1 (stereo not drawn) | 3% | 1% | -4.1% | 2% | -15% | 0.8% | 0% | 4% | -2.6%
O=[N+]([O-])c1cccc(C2=NCCS2)c1 | 1% | 0% | -1.7% | 5% | -4% | 4.9% | 7% | -3% | -1.6%
O=S(=O)(c1ccc(-c2ccccc2)cc1)N1CCCC1 | -2% | -5% | -19% | 7% | 2% | 2.2% | 11% | 2% | -1.9%
O=c1c(-c2c(O)cc(O)c3c(=O)cc(-c4ccc(O)cc4)oc23)c(-c2ccc(O)cc2)oc2cc(O)cc(O)c12 | 19% | 1% | . | 1% | -8% | 22% | 10% | 21% | 56%
CCN(CC)CCN(C(=O)C1=COCCO1)c1nc2cc3c(cc2s1)OCO3 | -10% | 2% | 1.5% | 17% | -4% | -1.5% | 9% | -3% | 1.7%
COc1ccc(CN(C)C(=O)c2ccc3c(=O)n4c(nc3c2)CCC4)c(OC)c1 | . | -4% | . | 6% | . | -1.5% | 12% | . | .
N#CC1(c2ccccc2)CCCN1C(=O)c1ccccc1Cl (stereo not drawn) | 1% | -8% | -4.5% | 11% | -6% | 2.7% | 13% | 4% | 1.0%
N#Cc1ccc(Nc2ccccc2)c(N)c1 | 23% | 10% | -6.3% | 9% | 2% | 2.8% | 7% | -2% | 0.9%
CCCCCn1c(SCC(=O)c2ccccc2)nc2cc(C(=O)NCc3ccco3)ccc2c1=O | -2% | 1% | -5.1% | 9% | -2% | . | 3% | -3% | 0.7%
Cc1ccc([C@@H]2CC=C(C(=O)O)[C@H](c3cccc(Cl)c3)N2S(=O)(=O)c2ccc(C)cc2)cc1 | . | 16% | . | 16% | . | 19% | 35% | . | .
COC(=O)CC(=O)N1CCN(c2ccc(Cl)c(Cl)c2)CC1 | 1% | -9% | -1.9% | 5% | -4% | 3.4% | 5% | 24% | 0.1%
CC(=O)N1CCN(c2nnnn2-c2ccccc2)CC1 | -7% | 6% | -3.6% | 13% | -11% | 1.7% | 15% | -4% | -2.3%
OCCC1CN(Cc2nc(-c3ccccc3)cs2)CCN1CCc1ccccc1 (stereo not drawn) | -3% | -7% | -2.0% | 3% | -4% | 7.1% | 3% | 2% | -1.2%
CC1(C)Cc2c(sc(N)c2C#N)C(C)(C)N1 | -13% | -9% | -9.0% | 8% | -10% | -0.2% | . | -4% | 0.3%
CCNC(=O)N1CCCC(C(=O)c2ccc(-c3ccccc3)cc2)C1 (stereo not drawn) | -2% | -1% | . | 2% | -8% | 3.5% | -3% | 0% | -0.5%
COc1ccccc1-n1c(CNC(=O)c2ccco2)n[nH]c1=S | -8% | 2% | . | 5% | -7% | 1.1% | 10% | 8% | -0.5%
N#CC(C#N)=NNc1ccc(S(=O)(=O)N2CCCC2)cc1 | 22% | 4% | -1.6% | 9% | 1% | 1.9% | 24% | -7% | 6.0%
O=S(=O)(Nc1cccc(-c2cn3c(n2)SCC3)c1)c1ccc(F)cc1F | 10% | -9% | . | 6% | 1% | ? | -7% | -2% | 5.1%
CCN(C(=O)Cn1c(=O)oc2ccccc21)c1ccc(C)c(C)c1 | 18% | -1% | . | 8% | -4% | 2.0% | 8% | 2% | 0.2%
COC(=O)c1ccnc(/C=N/O)c1 | 3% | -1% | -1.1% | 8% | -5% | -0.5% | 1% | 12% | 0.4%
CN(Cc1cccc(F)c1)C(=O)c1cc(=O)[nH]c2ccccc12 | 0% | -5% | . | 4% | -7% | 2.5% | 4% | -1% | 0.0%
NC(=O)c1ccc(NCc2ccco2)c([N+](=O)[O-])c1 | -6% | -7% | -4.7% | 2% | -3% | 2.5% | -2% | -7% | -1.7%
CCOC(=O)/C(C#N)=C/c1cc2ccccc2nc1Cl | 16% | -2% | -1.1% | 9% | 3% | . | 10% | 5% | 3.4%
O=C(c1ccc(S(=O)(=O)N2CCOCC2)cc1)N1CCN(c2cccc(Cl)c2)CC1 | -4% | -3% | -5.7% | 5% | -2% | 0.0% | -3% | -1% | -2.6%
CCOC(=O)C(C)On1c(SC(C)C(=O)OCC)nc2ccccc2c1=O (stereo not drawn) | 5% | -3% | -4.3% | 6% | -2% | 1.1% | 1% | 10% | 1.5%
Cc1ccc2c(c1)nnn2C1CCN(CC(=O)N2CCN(c3ccc(F)cc3)CC2)CC1 | 6% | -1% | -4.4% | 15% | -3% | 2.8% | -11% | -2% | 4.1%
CCn1nccc1C(=O)Nc1ccc(C)c(C)c1 | -4% | -10% | . | 11% | -10% | 1.5% | 21% | 0% | 0.8%
Cc1csc2ncc(C(=O)N3CCc4ccccc43)c(=O)n12 | . | -2% | . | -2% | . | 0.7% | 7% | . | .
Cc1c(C(=O)Nc2c(C)n(C)n(-c3ccccc3)c2=O)oc2c(Cl)cccc12 | 7% | -2% | . | 6% | -10% | 3.8% | 10% | 1% | -1.3%
CCCC(=O)Nc1cc(C)c(NC(=O)c2ccccn2)cn1 | 4% | 0% | -5.7% | -4% | -4% | 1.5% | 5% | -6% | -1.6%
CCC(=O)NNc1nc2c(C)c(C)ccc2s1 | -1% | -5% | -3.9% | 8% | -1% | 6.3% | 7% | 7% | -0.8%
Cc1ccc(C(=O)NCCC(=O)N2CCC3(CC2)NCCc2[nH]cnc23)cc1 | 2% | -3% | . | 6% | -4% | 0.9% | 11% | 4% | -1.1%
Cc1cccc(C)c1NC(=O)C1NC(=O)CC1c1ccccc1 (stereo not drawn) | -5% | 5% | -6.3% | 4% | -10% | 0.0% | 4% | 4% | -1.9%
CCOC(=O)C1=C(N)c2ccccc2CC1C1CCCC1 (stereo not drawn) | -4% | -2% | . | 2% | -6% | 11% | 3% | -3% | -1.3%
CCC(C)(C(=O)NC1CCCC1)N(C)C(=O)Cc1c[nH]c2ccccc12 (stereo not drawn) | 20% | -5% | -9.5% | -2% | -4% | 4.1% | 8% | -2% | -0.1%
Cc1ccc(C2CC(=O)Nc3c2ccc2ccccc32)cc1[N+](=O)[O-] (stereo not drawn) | -5% | -6% | -6.2% | 8% | 4% | 17% | 1% | 2% | 0.4%

Random draw from the library, and some 1.7% of all compounds hit somewhere here.
